# Screens deposited in PubChem by several laboratories.
# BH1578 lux ind: quorum light induction in luxS cqsA deficient V. cholerae; V. cholerae BH1578 lux reporter, luminescence, 6 h; activation, % at 18.7 µM; 0.16% of 350,000 active; in the data active means activation mostly above about 9.7%, no sharp cut-off; inconclusive means no clear call, values can overlap the other calls; inactive means mostly below about 3.7%; further: not every result past the cut was called active; inactives centre near 0; reference of the scale not given here
# 3CLpro inhibitor: SARS-CoV 3CLpro protease inhibition | P0C6X7 | recombinant SARS-CoV 3CLpro, quenched FRET peptide cleavage | AID 1706 | 0.14% of 290,000 active | inhibition, % at 6 µM; in the data active means inhibition above about 12%
# Anthrax LF prot: inhibitors of Bacillus anthracis lethal factor protease. multiplex microsphere protease cleavage assay, LF. P15917. 0.12% of 360,000 active. inhibition, % at 10 µM; further: plate controls were buffer without enzyme for full effect and enzyme alone for no effect
# BoNT-A LC inh2: BoNT A light chain protease inhibition | multiplex microsphere protease substrate cleavage, flow cytometry | inhibition, % at 10 µM | 0.17% of 360,000 active | AID 588499; further: plate controls were buffer without enzyme for full effect and enzyme alone for no effect
# PrPC TRFRET: inhibitors of human cell surface prion protein PrPC | P04156 | TR-FRET read-out | inhibition, % at 13.8 µM | 0.43% of 370,000 active | AID 720596; in the data active means inhibition above about 24%; further: 0% = median of the test wells and 100% = reference compound wells
# PfHsp40 rescue: compounds rescuing yeast from Plasmodium falciparum HSP40 toxicity; S. cerevisiae expressing PfHsp40, growth rescue, ATP luminescence; growth rescue, % at 12.5 µM; 0.68% of 340,000 active; in the data active means growth rescue above about 28%, passing the limit was not always enough; inconclusive means no clear call, values can overlap the other calls;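 further: yeast W303a lacking pdr1 and pdr3 grown in galactose medium; growth measured after three days at 30 °C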
# PriA SSB inh: inhibitors of Klebsiella pneumoniae PriA binding to SSB C-terminal tail; 0.6% of 430,000 active; AlphaScreen SSBct-PriA binding, biotinylated peptide; inhibition, % at 33 µM; in the data active means inhibition mostly above about 37%, no sharp cut-off; inactive means mostly below about 20%;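 further: plate controls were negative control peptide for no effect and reference peptide for full effect; strong numbers were not always called active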
# Yp Topo-I inh: blocks Yersinia pestis topoisomerase I activity. 0.064% of 360,000 active. activity, % at 10 µM. Y. pestis Topo-I cleavage product accumulation, plate reader; in the data active means activity above about 50%, passing the limit was not always enough; inconclusive means no clear call, values can overlap the other calls; further: inactives centre near 2
# TcdB GH inh: TcdB glycohydrolase inhibition; inhibition, % at 9.99 µM; 0.24% of 350,000 active; TcdB glycohydrolase enzymatic assay, plate reader; in the data active means inhibition above about 10%
# Target sequence (P18177 whole entry, looked up): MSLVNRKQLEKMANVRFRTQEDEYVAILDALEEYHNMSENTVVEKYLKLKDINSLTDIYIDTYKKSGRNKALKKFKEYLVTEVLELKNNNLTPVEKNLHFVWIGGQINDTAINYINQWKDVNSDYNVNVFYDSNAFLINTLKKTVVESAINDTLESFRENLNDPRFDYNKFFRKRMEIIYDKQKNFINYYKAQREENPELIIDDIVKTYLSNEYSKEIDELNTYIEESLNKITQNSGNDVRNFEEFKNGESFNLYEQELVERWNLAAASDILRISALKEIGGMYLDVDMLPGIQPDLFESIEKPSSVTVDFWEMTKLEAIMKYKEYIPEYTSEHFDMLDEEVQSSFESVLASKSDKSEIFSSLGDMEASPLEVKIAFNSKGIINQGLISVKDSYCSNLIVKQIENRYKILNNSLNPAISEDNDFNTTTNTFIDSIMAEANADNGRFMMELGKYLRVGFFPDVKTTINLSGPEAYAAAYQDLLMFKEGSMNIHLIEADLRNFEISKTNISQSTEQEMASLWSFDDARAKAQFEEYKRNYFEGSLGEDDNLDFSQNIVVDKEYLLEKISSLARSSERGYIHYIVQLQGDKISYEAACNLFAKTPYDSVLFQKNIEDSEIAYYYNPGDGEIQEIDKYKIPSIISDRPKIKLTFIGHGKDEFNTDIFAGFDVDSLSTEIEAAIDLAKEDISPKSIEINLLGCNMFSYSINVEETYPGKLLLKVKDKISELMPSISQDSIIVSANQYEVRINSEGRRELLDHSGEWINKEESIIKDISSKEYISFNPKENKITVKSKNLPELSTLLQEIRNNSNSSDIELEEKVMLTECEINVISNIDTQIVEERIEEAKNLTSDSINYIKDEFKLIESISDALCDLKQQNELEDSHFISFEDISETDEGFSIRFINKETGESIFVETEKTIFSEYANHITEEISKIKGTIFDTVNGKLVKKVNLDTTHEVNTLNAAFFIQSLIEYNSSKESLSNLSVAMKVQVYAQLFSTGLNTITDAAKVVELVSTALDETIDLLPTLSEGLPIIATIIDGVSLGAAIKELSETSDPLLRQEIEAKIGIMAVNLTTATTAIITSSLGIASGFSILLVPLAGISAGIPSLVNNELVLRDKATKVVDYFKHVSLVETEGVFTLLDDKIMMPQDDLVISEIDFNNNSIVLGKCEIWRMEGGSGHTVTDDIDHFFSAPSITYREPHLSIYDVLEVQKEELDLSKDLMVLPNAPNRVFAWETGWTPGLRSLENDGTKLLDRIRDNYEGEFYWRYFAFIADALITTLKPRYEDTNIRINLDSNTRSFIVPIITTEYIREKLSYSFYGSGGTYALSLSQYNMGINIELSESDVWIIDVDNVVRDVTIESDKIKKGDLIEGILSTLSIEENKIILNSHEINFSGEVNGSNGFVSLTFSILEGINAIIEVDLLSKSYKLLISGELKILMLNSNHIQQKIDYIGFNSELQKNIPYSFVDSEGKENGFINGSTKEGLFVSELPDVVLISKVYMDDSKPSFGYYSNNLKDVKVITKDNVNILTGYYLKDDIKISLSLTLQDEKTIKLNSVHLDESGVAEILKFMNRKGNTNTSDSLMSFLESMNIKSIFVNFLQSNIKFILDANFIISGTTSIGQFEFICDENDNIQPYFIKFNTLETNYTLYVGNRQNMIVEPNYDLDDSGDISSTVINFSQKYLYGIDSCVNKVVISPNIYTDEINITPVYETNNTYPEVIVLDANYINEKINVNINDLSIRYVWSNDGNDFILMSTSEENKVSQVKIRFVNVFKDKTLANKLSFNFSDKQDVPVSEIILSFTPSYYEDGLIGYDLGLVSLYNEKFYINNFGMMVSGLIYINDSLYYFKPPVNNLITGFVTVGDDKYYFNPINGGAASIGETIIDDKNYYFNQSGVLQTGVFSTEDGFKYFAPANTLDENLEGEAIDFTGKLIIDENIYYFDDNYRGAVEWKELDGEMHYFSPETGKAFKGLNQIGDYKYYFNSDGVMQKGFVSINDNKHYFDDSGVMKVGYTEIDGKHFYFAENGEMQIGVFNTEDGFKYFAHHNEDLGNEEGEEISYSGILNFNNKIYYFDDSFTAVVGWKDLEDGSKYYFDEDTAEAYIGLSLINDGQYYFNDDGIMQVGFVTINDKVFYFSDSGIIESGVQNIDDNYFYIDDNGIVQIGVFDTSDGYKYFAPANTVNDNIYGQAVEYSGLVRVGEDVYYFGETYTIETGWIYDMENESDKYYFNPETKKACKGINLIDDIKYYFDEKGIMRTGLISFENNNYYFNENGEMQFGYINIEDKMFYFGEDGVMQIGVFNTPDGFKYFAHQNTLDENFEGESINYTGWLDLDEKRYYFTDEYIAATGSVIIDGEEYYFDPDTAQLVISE
# Active calls of the source: *; i = inactive; u = inconclusive; x = no result given; & = joins results of further samples. Unless noted, no stated cut-off is given here; in the data, active means inhibition above about 30%; inconclusive means no clear call, values can overlap the other calls; inactive means below that.
SMILES,BH1578 lux ind,3CLpro inhibitor,Anthrax LF prot,BoNT-A LC inh2,PrPC TRFRET,PfHsp40 rescue,PriA SSB inh,Yp Topo-I inh,TcdB GH inh
CCCC(=O)Nc1nc2ccc(NC(=O)c3c(F)c(F)c(OC)c(F)c3F)cc2s1,-4.7,4.1,-5.0,-0.8,11.0,1.4,-14.1,-18.0,0.3
CCN1C(=O)N(CN2CCOCC2)C2C1N(CN1CCOCC1)C(=O)N2CC (stereo not drawn),i,x,0.7,1.1,7.2,-1.8,-8.0,0.1,x
N#Cc1cnn(-c2ccc([N+](=O)[O-])cc2[N+](=O)[O-])c1N,-0.3,x,-1.5,0.1,-53.8,x,x,-5.7,0.7
CCN(CC)CCn1c(O)c(N=O)c2ccccc21,i,5.3,-2.0,-0.4,-8.0,-0.7,-5.5,9.9,-0.2
CC(C)Cn1c(N)c(C(=O)COC(=O)c2c(F)cccc2F)c(=O)n(C)c1=O,i,1.0,-4.4,0.2,1.8,0.8,11.2,-9.4,1.4
CCOC(=O)c1ccc(NC(=O)c2cn(CCC#N)nc2-c2ccc3c(c2)OCCO3)cc1,-0.4,2.4,-0.7,-0.5,4.0,-0.2,4.7,13.2,0.3
CC(C)CN1C(=O)c2ccc(C(=O)Nc3nccs3)cc2C1=O,i,-0.9,-4.8,-0.1,-4.2,1.1,2.4,-0.3,x
CCCCCCCCCCCCOC(=O)C[N+](C)(C)C,x,-2.1,x,x,12.2,x,-10.1,x,1.5
O=S(=O)(c1cccc(-c2cn3cccnc3n2)c1)N1CCCCCC1,i,-6.0,-1.0,0.1,-1.3,0.1,-12.6,-0.9,x
COc1ccc(-c2csc(C(O)c3ccc(F)c(OC)c3)n2)cc1 (stereo not drawn),-2.5,x,-0.1,-0.1,2.7,x,x,-0.1,1.2
CCOc1ccccc1NC(=O)c1sc2nc(C)nc(N3CCOCC3)c2c1C,-0.3,1.1,-0.9,-0.8,-0.5,-0.5,6.3,15.8,0.7
CCCn1c(=N)c(S(=O)(=O)c2ccc(F)cc2)cc2c(=O)n3cccc(C)c3nc21,-0.1,-6.8,2.7,8.0,-10.6,-0.7,-13.9,10.4,0.8
O=C(COc1ccccc1)N1CCc2ccccc2C1,x,-5.7,5.0,1.1,-3.5,0.1,-17.1,2.9,x
Cc1ccccc1N(CC(=O)NC1CCCC1)C(=O)c1oc(C(C)(C)C)cc1C,-13.8,-2.1,-5.2,0.1,x,0.8,-7.4,0.6,x
CCCCCn1c(CN2CCN(C(=O)c3ccco3)CC2)nc2c1c(=O)n(C)c(=O)n2C,-0.8,x,-6.1,-1.8,-5.8,0.2,-8.1,30.3,3.2
COc1ccc(/C=N/NC(=O)c2ccc(NC(=O)c3ccccc3Br)cc2)cc1,-0.2,1.6,1.3,-0.2,7.5,1.4,x,-4.2,x
CCOC(=O)C1=C(NC(=S)NC(=O)c2ccccc2)c2ccccc2CC1C(C)C (stereo not drawn),i,2.7,-2.5,-0.7,-0.1,5.0,1.0,21.4,x
C=CCNC(=O)NC(=O)Cn1c(=O)c2c(ncn2CC)n(Cc2ccccc2)c1=O,-1.5,-4.2,-5.3,-2.2,3.0,-1.5,-6.7,-2.8,0.6
CC(C)(O)CN(C(=O)c1ccc([N+](=O)[O-])cc1)C1CCCC1,2.3,x,1.6,-0.3,-17.5,0.0,-1.7,-1.3,0.9
C#CCNC(=O)C1=C[C@H](c2coc3ccccc3c2=O)[C@@H](CCCO)[C@H](OCC)O1,-0.6,3.5,-2.7,-0.3,-5.7,-1.4,1.7,10.6,0.5
Cc1nc2ccccc2c(=O)n1CCCN1CCOCC1,-0.4,2.8,-8.6,-1.0,0.1,-0.2,-7.1,-0.3,1.4
CC(=O)NC1C(Oc2ccc(C)cc2)OC2COC(c3ccco3)OC2C1O (stereo not drawn),-0.2,7.0,1.3,0.1,-3.0,-1.4,7.4,-6.2,0.5
COc1ccccc1OCCOc1ccc(/C=C2\C(=N)N3N=C(S(C)(=O)=O)SC3=NC2=O)cc1,1.2,9.7,-0.8,0.0,-6.8,0.0,-5.7,15.2,1.2
CCCCn1c(N)c(N(CC(C)C)C(=O)c2cc(C)nc3ccccc23)c(=O)[nH]c1=O,-1.2,x,-2.2,-2.0,-7.4,1.3,-3.9,-5.0,1.9
S=c1[nH]nc(Cc2c[nH]c3ccccc23)o1,-0.4,-1.4,-3.0,-1.7,9.2,2.0,4.7,0.7,x
CC1(Oc2cccc(F)c2)CCN(Cc2ccc(-c3ccccn3)cc2)C1 (stereo not drawn),-0.8,x,-5.6,-0.6,10.5,x,x,30.2,0.3
CC1(C)CC(=O)C(C=Nc2ccc3[nH]ncc3c2)=C(O)C1,i,-2.5,-10.0,0.5,-4.1,0.0,-3.1,-7.1,x
CC1CCN(C(=O)C2CCN(S(=O)(=O)c3ccc(-n4cnnn4)cc3)CC2)CC1,-0.5,4.7,-1.7,1.5,6.0,1.2,-4.6,0.9,0.5
Cc1cccc(N(C(=O)c2snc(C(N)=O)c2N)C(C(=O)NCC2CCCO2)c2ccc3ncccc3c2)c1 (stereo not drawn),i,-0.4,4.0,-3.0,-9.6,-0.7,10.8,15.8,2.3
COC1(c2cc(-c3ccccc3)nc(N)n2)CCCCC1,-1.0,4.4,-1.0,-0.6,5.5,-0.1,-4.1,-0.8,x
Cc1cccc(NC(=O)c2nc(S(=O)(=O)Cc3ccccc3)ncc2Cl)c1,-0.2,1.7,-2.0,2.4,70.4*,0.2,1.3,16.9,0.7
Cc1ccc(SCC(=O)NCc2ccc(F)cc2)cc1,-1.4,2.0,-6.1,-0.9,-0.6,1.7,5.4,6.8,x
CC1=C(C(=O)Nc2ccc(Cl)cc2)C(c2ccco2)NC(=O)N1 (stereo not drawn),-1.4,-2.2,-14.6,u,-2.2,0.5,-18.0,-0.1,x
CCOCCCNC(=O)C1CCN(S(=O)(=O)CC)CC1,i,-1.6,-3.8,-1.6,9.0,0.4,-2.8,-9.8,x
C=CCn1cccc(C(=O)Nc2cc(OC)cc(OC)c2)c1=O,-0.2,0.3,-2.1,-0.5,-2.3,1.8,0.3,10.5,1.3
O=C(c1ccco1)N1CCN(CC(O)COc2ccc3oc4ccccc4c3c2)CC1 (stereo not drawn),-0.1,1.1,2.3,u,11.3,-0.3,-11.6,6.5,x
O=c1cccc(-c2ccc(Br)cc2)o1,i,-5.2,-2.7,-2.1,-0.7,0.7,-6.5,3.6,x
Cc1ccc(OCCN2CCN(c3nc(NCc4ccco4)c4ccccc4n3)CC2)cc1,-0.6,-2.8,-10.7,0.2,-5.4,-0.1,32.9,28.8,x
CCOc1ccc(NC(=O)C2(c3ccc(OC)c(OC)c3)CCCC2)cc1,i,6.9,-2.2,-0.7,10.9,-0.8,-8.2,-2.7,-1.3
CC(=O)Nc1ccc(-c2ccnc(-c3ccc(NC(C)=O)cc3)n2)cc1,-1.4,-2.9,-3.8,-0.8,58.1*,0.2,-4.1,-1.0,-2.6
CCCOc1ccc(C(F)(F)F)cc1NC(=O)CCc1c(C)noc1C,-3.1,x,-0.4,0.6,-2.5,-0.2,-20.8,-0.8,0.9
COc1ccc(-c2cc(C(=O)OCc3ccccn3)c3ccccc3n2)cc1,-0.3,3.7,-2.9,2.7,4.1,0.4,-23.6,14.8,1.2
COCc1cc(=O)[nH]c(Nc2nc3ccccc3o2)n1,4.0,-0.3,-5.0,0.4,4.6,1.1,9.4,-4.7,x
O=C(NCCO)/C(=C/c1ccc(Br)cc1)NC(=O)c1cccs1,-0.2,-6.4,-0.7,-2.1,-0.6,0.2,-12.8,1.7,0.7
COc1ccc(Br)cc1/C=N/Nc1ccc(S(=O)(=O)Nc2ccccc2C(=O)O)cc1[N+](=O)[O-],0.6,x,-2.7,-1.4,-0.5,0.5,x,-23.2,1.6
COc1cc(C2C(C(=O)c3ccc(C)o3)=C(O)C(=O)N2c2cc(C)on2)cc(OC)c1OC (stereo not drawn),i,x,-4.3,0.1,-2.8,-1.2,-2.9,8.0,-0.1
Cc1ccc(CNC(=O)C(C)OC(=O)c2ccco2)cc1 (stereo not drawn),1.2,0.0,0.0,u,6.9,0.2,1.2,4.3,x
CC(C)C1N=C2c3ccccc3N=C(SCC(=O)NCCc3ccc(S(N)(=O)=O)cc3)N2C1=O (stereo not drawn),-0.6,-4.7,1.6,1.0,4.6,0.7,-8.6,0.2,x
Cc1ccc(C)c(NC(=O)CN(C)C(=O)c2ccc(-n3cncn3)c([N+](=O)[O-])c2)c1,i,x,5.7,-4.9,-13.5,x,-8.5,-3.2,0.8
CCOC(=O)/C=c1/s/c(=C/c2ccccc2OC)c(=O)n1CC(=O)N1CCOCC1,i,x,-7.6,-0.1,-19.0,-1.1,2.2,11.6,0.8
CC(C)(C)c1ccc(C(=O)NCC(=O)O)cc1,i,-5.3,-4.2,-2.8,-3.1,-1.0,-6.2,0.6,1.2
O=C(CSc1nccn1-c1ncc(C(F)(F)F)cc1Cl)c1ccc(Br)cc1,i,-1.2,-1.7,0.0,x,0.0,-35.0,7.2,x
Cc1ccc2c(c1)C1CN(C)CCC1N2C(=O)c1ccccc1NS(=O)(=O)c1ccc(F)cc1 (stereo not drawn),-1.0,-2.9,-0.7,-0.6,2.8,0.1,-8.3,4.8,0.6
Cc1ccc(C(=O)N/N=C/c2ccc([N+](=O)[O-])s2)cc1,i,1.1,-0.6,1.4,-27.4,0.2,x,-5.7,x
COc1ccc(NS(=O)(=O)c2cccc(C(=O)N/N=C(\C)c3cccnc3)c2)cc1,i,x,2.0,-1.1,4.1,0.8,x,0.5,-0.3
CN(C(=O)CSc1nnc(-c2ccco2)o1)C1CCCCC1,-13.3,0.1,3.1,0.4,-6.3,-0.2,-21.4,-0.2,x
O=C(NCC1CCCO1)c1nn2c(C(F)(F)F)cc(-c3cc(Br)cs3)nc2c1Br (stereo not drawn),i,-3.1,0.8,2.8,-4.3,1.8,-8.0,-0.1,1.0
COCC(=O)N(C)C[C@H]1Oc2ncc(Br)cc2C(=O)N([C@@H](C)CO)C[C@H]1C,-2.3,x,1.8,0.1,1.5,x,x,-2.9,0.6&-0.4&-3.1
COc1ccc(N(CC(=O)NCc2ccco2)S(C)(=O)=O)cc1OC,x,-3.7,-10.6,-0.2,4.4,-1.3,4.2,-2.1,x
Cn1c(=O)c2c(SCCN3CCOCC3)nc(C3CCCC3)nc2n(C)c1=O,i,4.7,-1.8,-1.1,-3.2,0.9,-5.8,6.9,0.4

# As entered above.
# COc1ccc(NS(=O)(=O)c2cccc(C(=O)N/N=C(\C)c3cccnc3)c2)cc1 @ PrPC TRFRET = 4.1
# Cc1ccc(C(=O)N/N=C/c2ccc([N+](=O)[O-])s2)cc1 @ Anthrax LF prot = -0.6
# COCC(=O)N(C)C[C@H]1Oc2ncc(Br)cc2C(=O)N([C@@H](C)CO)C[C@H]1C @ BoNT-A LC inh2 = 0.1

# Carrying on:
SMILES,BH1578 lux ind,3CLpro inhibitor,Anthrax LF prot,BoNT-A LC inh2,PrPC TRFRET,PfHsp40 rescue,PriA SSB inh,Yp Topo-I inh,TcdB GH inh
COc1ccccc1-c1ccc(=O)n(CC(=O)NCc2ccco2)n1,-0.5,-0.5,-2.1,-0.4,-2.9,0.4,-8.1,-2.3,0.8
CCOCCCNC(=O)/C=C1\Sc2ccccc2N(Cc2ccccc2F)C1=O,3.7,-2.8,3.2,0.0,0.3,0.0,-10.2,32.2,0.7
CCN1CCN(C(c2ccc(OC)cc2)C(O)C(=O)c2c[nH]c3ccccc23)CC1 (stereo not drawn),x,-4.3,-3.0,-0.1,x,-1.5,-16.8,-1.9,-0.6
O=C(NC1CCCCC1)C(c1cccnc1)N(C(=O)CCl)c1cccc(Cl)c1 (stereo not drawn),2.4,2.8,0.9,1.0,-0.2,0.6,15.9,-7.3,0.7

# Looked up by structure from above:
SMILES,BH1578 lux ind,3CLpro inhibitor,Anthrax LF prot,BoNT-A LC inh2,PrPC TRFRET,PfHsp40 rescue,PriA SSB inh,Yp Topo-I inh,TcdB GH inh
COc1ccccc1-c1ccc(=O)n(CC(=O)NCc2ccco2)n1,-0.5,-0.5,-2.1,-0.4,-2.9,0.4,-8.1,-2.3,0.8
O=C(NC1CCCCC1)C(c1cccnc1)N(C(=O)CCl)c1cccc(Cl)c1 (stereo not drawn),2.4,2.8,0.9,1.0,-0.2,0.6,15.9,-7.3,0.7

# Some of the compounds tested (hit frequency here may not be typical).
